Screening data as filed in PubChem BioAssay.
AddAB inh – less growth of phage-infected E. coli with AddAB; E. coli expressing H. pylori AddAB, absorbance growth; inhibition, % at 11.9 µM; 330,000 compounds, 0.29% hits; in the data active = inhibition above about 12%;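 also: 0% = vehicle wells of infected cells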
MITF act – activators of MITF-driven TRPM1 promoter activity in SK-MEL-5 cells. SK-MEL-5 TRPM1-promoter luciferase, 24 h; % of positive control, neutral wells = 0. activation, % at 12.5 µM. 300,000 compounds, 0.75% hits. AID 588334;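 active = mean activation of at least 80% with every replicate also reaching 80%; inconclusive = mean reaches 80% but some replicate falls short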;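 also: 0% = neutral control wells and 100% = parthenolide positive control wells; values of inactives mirror those of a sister screen read the other way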
CAL PDZ FP-1 – blocks peptide binding to the human CAL PDZ domain. AID 602252. 300,000 compounds, 0.92% hits. inhibition, % at 24.9 µM. purified CAL PDZ, TMR-peptide fluorescence polarization, 1 h;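 active = mean inhibition of at least 30% with at least half of replicates also reaching 30%; inconclusive = no clear call, values can overlap the other calls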;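 also: 0% = DMSO neutral control and 100% = excess unlabeled competitor peptide PRC23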
phage Ecoli inh – E. coli growth loss with phage present; inhibition, % at 11.9 µM; AID 651602; 360,000 compounds, 0.26% hits; growth absorbance; in the data active = inhibition above about 11%
SR-BI DiI inh – mouse SR-BI HDL lipid transfer inhibition. ldlA[mSR-BI] CHO cells, DiI-HDL uptake fluorescence, 3 h. inhibition, % at 12.5 µM. 320,000 compounds, 0.96% hits. AID 488896;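 active = mean replicate inhibition of at least 70% and a set share of replicates each scoring 70 or more; inconclusive = meets just one of the two criteria; inactive = fails both criteria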;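 also: 0% = median of neutral control wells and 100% = median of positive control wells; values of inactives mirror those of a sister screen read the other way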
Target sequence (Q61009 whole entry, looked up): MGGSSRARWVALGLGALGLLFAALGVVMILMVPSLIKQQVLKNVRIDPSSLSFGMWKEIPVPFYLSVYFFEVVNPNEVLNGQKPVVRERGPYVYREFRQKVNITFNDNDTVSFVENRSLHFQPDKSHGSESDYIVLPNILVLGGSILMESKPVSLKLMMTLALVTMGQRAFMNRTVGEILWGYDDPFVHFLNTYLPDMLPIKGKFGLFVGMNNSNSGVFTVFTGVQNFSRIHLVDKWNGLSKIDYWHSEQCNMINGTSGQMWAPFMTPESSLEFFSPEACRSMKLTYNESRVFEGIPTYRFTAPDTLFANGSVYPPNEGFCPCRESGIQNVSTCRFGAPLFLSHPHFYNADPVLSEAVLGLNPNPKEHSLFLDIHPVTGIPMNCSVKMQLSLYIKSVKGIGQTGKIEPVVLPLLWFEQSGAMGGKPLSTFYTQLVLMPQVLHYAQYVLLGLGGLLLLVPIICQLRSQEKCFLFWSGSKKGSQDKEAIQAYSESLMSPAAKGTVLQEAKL
Tat export inh – blocks Tat-dependent protein export in E. coli | 340,000 compounds, 0.036% hits | inhibition, % at 10 µM | E. coli MC4100 TorA-mCherry Tat export, fluorescence;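 active = mean replicate inhibition at least 50% and at least half of replicates individually reaching 50%; inconclusive = only one of the two criteria met; inactive = neither criterion met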;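 also: exported cargo escapes ClpAP degradation while cytoplasmic cargo is degraded and loses fluorescence; 0% = median of neutral control wells and 100% = median of NaSCN control wells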
Ecoli viability – reduces bacterial viability in AddAB counter-screen; E. coli V3065 growth, OD600 absorbance, 18 h; AID 449728; inhibition, % at 11.9 µM; 330,000 compounds, 0.27% hits;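 active = inhibition above the campaign's mean inhibition across all tested compounds plus 3 SD, cut at about 9.9% in these data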;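 also: uninfected addAB+ strain grown without phage in ampicillin broth; 0% = DMSO wells and 100% = ciprofloxacin 0.95 µg/ml wells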
Wnt act – activators of Wnt/beta-catenin signaling | Wnt/beta-catenin reporter cell assay, activator, plate reader | activation, % at 9.35 µM | 300,000 compounds, 1.2% hits; in the data active = activation above about 30%, passing the limit was not always enough; inconclusive = no clear call, values can overlap the other calls;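 also: 0% = neutral control wells and 100% = positive control wells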
CAL PDZ FP-2 – human CAL PDZ-peptide interaction inhibition; Q9HD26; 330,000 compounds, 0.02% hits; inhibition, % at 20 µM; purified CAL PDZ, TMR-peptide fluorescence polarization, 1 h; AID 504414;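 active = highest replicate inhibition of at least 40%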;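 also: plate controls were DMSO neutral control wells for no effect and unlabeled competitor peptide control wells for full effect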
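Material: tagged CAL PDZ protein CerCALP, purified; buffer or medium: sodium phosphate/NaCl buffer pH 7.4 with TCEP, IgG, Thesit; also added: fluorescent TMR peptide probe; schedule: 1 h incubation at room temperature before polarization reading; technique: fluorescence polarization from S- and P-plane intensities, G-factor corrected; control set: unlabelled peptide and DMSO controls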
SR-BI uptake up – enhances SR-BI lipid uptake from DiI-HDL; CHO ldlA[mSR-BI] cells, DiI-HDL uptake fluorescence, 3 h; 100 = double the neutral-control signal; activation, % at 12.5 µM; 320,000 compounds, 0.096% hits;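 active = mean replicate activation of at least 60% and every replicate at or above 60%; inconclusive = mean or all-replicate condition met, but not both; inactive = mean below 60% and not all replicates reaching 60%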;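 also: 0% = median plate neutral-control signal and 100% = twice that signal; values of inactives mirror those of a sister screen read the other way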
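Material – SR-BI-overexpressing, LDLR-lacking CHO cells · Medium – BSA-supplemented, HEPES-buffered Ham's F12, pH 7.4 · Doses – single concentration · Times – compound with DiI-HDL co-incubation, 3 h at 37 °C · Measured by – bottom-read fluorescence, 550/595 nm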
* marks the source's active call; other numbers are inactive results; ? = inconclusive; . = no result given.

SMILES	AddAB inh	MITF act	CAL PDZ FP-1	phage Ecoli inh	SR-BI DiI inh	Tat export inh	Ecoli viability	Wnt act	CAL PDZ FP-2	SR-BI uptake up
CN(C(=O)c1cccc(NC(=O)Cc2ccc(NC(=O)C3CCCN(C(=O)C4CC4)C3)cc2)c1)C1CCCCC1 (centres undefined)	.	-5	-2	0.1	59	-5	.	-1	1.2	-59
O=C(NCc1nnc(SCC(=O)N2CCOCC2)o1)c1ccccc1F	1.5	-5	1	2.8	-17	-8	0.9	-3	-1.6	17
CC(C)(C)OC(=O)N1CCCC(C(=O)Nc2cccc(C(=O)N3CCOCC3)c2)C1 (centres undefined)	.	-2	-3	0.6	20	-2	.	-1	-0.8	-20
CCN(CC)Cc1c(O)ccc2c(=O)c(-c3ccccc3Cl)coc12	0.2	.	-5	-0.7	-6	-4	-0.6	-2	-1.3	6
COc1ccc(OC)c(NC(=O)COC(=O)/C=C/c2ccccc2Cl)c1	-0.2	-4	-3	0.1	-11	4	0.2	-2	-0.7	11
COc1ccc(OCC(=O)N2CCN(c3nnc(-c4ccc(C)cc4)c4ccccc34)CC2)cc1	0.8	-34	-6	2.1	77*	7	-2.1	-2	0.0	-77
Cc1ccc2[nH]c(=O)c(CN(CCN3CCOCC3)C(=O)Nc3ccc(F)cc3)cc2c1	-1.4	-7	-1	-0.9	0	0	-0.5	-3	-3.1	0
OCCC1CN(Cc2cccn2-c2cccnc2)CCN1C1CCCCC1 (centres undefined)	2.6	2	-10	-2.1	.	-5	0.2	1	-3.8	.
C(=N\NC(=Nc1ccccc1)c1ccccn1)/c1ccccn1	3.8	14	-3	3.8	11	5	3.4	16	-0.8	-11
COc1ccccc1NS(=O)(=O)c1cccc(NC(=O)c2sc3ccccc3c2Cl)c1	0.5	-13	-3	0.0	35	1	0.7	0	-1.3	-35
CC(C)(C)c1cc(C(=O)Nc2cccc3ccccc23)ccn1	-0.6	.	-3	3.7	-4	-5	-0.6	1	0.5	4
COC(=O)C(Cc1ccc(O)cc1)NC(=O)CCc1ccco1 (centres undefined)	1.4	5	-3	4.4	5	6	1.8	-2	0.0	-5
COc1ccc(-c2sc3ccccc3c2/C=C/c2ccc(OC)c(OC)c2)cc1	1.8	11	-1	2.1	82*	-1	0.4	-5	0.2	-82
COc1cccc(C(=O)CSc2nnnn2C2CCCCC2)c1	1.7	26	-4	-0.8	11	6	2.2	.	-1.7	-11
Cc1nc(C#N)c(NCc2ccc3c(c2)OCO3)o1	5.0	13	.	1.6	-14	0	-0.8	.	-0.6	14
CC12C=CC3(O1)C(C(=O)N(c1cccnc1)C3C(=O)NC1CCCCC1)C2C(=O)Nc1ccccc1 (centres undefined)	1.5	9	-1	2.0	-27	0	-1.8	-2	-1.2	.
CNC(=S)N(Cc1cc2ccc(OC)cc2[nH]c1=O)CC1CCCO1 (centres undefined)	0.7	-8	4	2.3	-12	-4	0.9	-3	-0.2	12
Cc1ccc(-n2ncc3c(=O)n(CC(=O)N(C)C)cnc32)cc1C	-0.7	.	3	-0.3	2	-5	-0.5	5	-0.7	-2
Cc1cc(Cl)c(S(=O)(=O)NCc2ccccc2)cc1OCC(N)=O	0.9	.	1	6.7	-25	-4	1.4	.	-0.5	25
CCN(CC)S(=O)(=O)c1ccc(-c2nnc(SC)o2)cc1	-0.2	.	-3	4.0	20	5	-0.6	.	-1.2	-20
COc1cc(CNc2ccc3[nH]c(=O)[nH]c3c2)cc(Br)c1OCC(=O)NC(C)(C)C	-2.0	.	-1	2.5	14	6	-2.8	.	-1.0	-14
CN1CCN(C(=O)c2cc(COc3ccccc3)on2)[C@@H](c2ccccc2)C1	2.3	91*	6	2.0	1	-6	1.8	42*	-1.5	-1
O=C(CNC(=O)C12CC3CC(CC(C3)C1)C2)OCc1ccc(F)cc1Cl	0.6	4	-4	0.6	-2	4	-0.2	14	-0.4	2
C=CCn1c(O)c(N=NC(=O)c2cccnc2)c2cc(Br)ccc21	-1.7	0	-2	0.6	-6	8	-0.9	7	-1.9	6
Fc1ccc(C2CCCCN2Cc2nc(CC3CC3)no2)cc1 (centres undefined)	1.1	5	-2	4.0	16	2	1.1	-3	-0.9	-16
Continuation.
SMILES	AddAB inh	MITF act	CAL PDZ FP-1	phage Ecoli inh	SR-BI DiI inh	Tat export inh	Ecoli viability	Wnt act	CAL PDZ FP-2	SR-BI uptake up
O=C1CC(N2CCN(Cc3ccc4c(c3)OCO4)CC2)C(=O)N1Cc1ccc(N2CCCC2=O)cc1 (centres undefined)	1.2	-8	-6	2.1	-4	-5	2.0	-5	-0.2	4
CCOC(=O)C(NC(=O)c1ccccc1)=C1CCCCC1	2.9	-5	-3	2.9	4	-4	0.5	.	0.2	-4
COc1ccc(-n2c(C)c(C(C)=O)c(C(C)=O)c2C)cc1OC	0.9	6	-2	1.6	50	-13	2.9	.	-3.0	-50
O=CN(/C=C1\Sc2ccccc2C1=O)Cc1ccccc1	1.7	11	-5	0.7	-5	1	0.2	8	-0.3	5
O=C(c1cc2nc(-c3cccs3)cc(C(F)(F)F)n2n1)N1CCCc2ccccc21	-0.8	25	-1	0.0	60	21	0.8	16	-0.8	-60
COc1cc(-c2nnc(SCC(=O)O)n2-c2ccccc2)cc(OC)c1OC	-0.2	-1	69*	1.5	.	-8	0.4	0	.	.
COc1ccc2[nH]cc(C(=O)C(=O)N3CCCCC3)c2c1	2.4	5	-1	2.0	-7	-6	-1.2	4	0.1	7
O=C(O)CCN1C(=O)/C(=C\c2ccncc2)SC1=S	-0.3	6	.	3.1	-110	-8	-1.2	-2	0.2	?
Cn1c(SCC(=O)O)nnc1C1CCCCC1	-0.6	-3	1	2.5	-28	2	-2.3	0	0.1	28
CCOc1nc(C)nc(NC(=O)NS(=O)(=O)c2ccccc2Cl)n1	2.9	.	-6	1.2	-61	2	3.3	.	.	61*
O=C(CCNC(=O)C1CCN(S(=O)(=O)c2ccccc2)CC1)Nc1ccccc1	0.6	0	3	4.0	-19	4	-2.4	1	-0.7	19
COc1ccc(/C=C/C(=O)c2ccncc2)c2ccccc12	2.4	0	-1	4.7	-33	-2	0.1	7	0.4	33
O=C(COC(=O)c1ccc([N+](=O)[O-])s1)NCc1ccccc1	1.5	-9	3	2.9	-27	-17	1.4	.	-2.1	27
CCCc1cc(=O)oc2c3c(cc(OCC(=O)N4CCC[C@H]4C(=O)O)c12)OC(C)(C)CC3	2.7	-2	43*	3.2	-2	-2	-1.8	-2	-0.1	2
CCN1C(=O)/C(=C/N(C(C)=O)c2ccccc2)N(c2ccccc2)C1=S	0.8	-5	6	0.0	3	1	-0.5	.	-1.6	-3
CC(C)c1nc(CNC(=O)c2cc(COc3c(F)cccc3F)on2)cs1	2.6	-9	-5	4.6	-7	-1	3.0	-1	-3.5	7
COc1ccc(C(=O)CN2C(=O)NC3(CCc4ccccc43)C2=O)cc1 (centres undefined)	0.6	3	-3	0.7	12	-9	-1.3	0	-2.0	-12
CN(CC(=O)Nc1cccc(F)c1)CC(=O)Nc1ccccc1-c1ccccc1	-1.5	7	-6	3.2	16	-9	-2.1	2	-0.8	-16
O=S(=O)(Nc1cccc(S(=O)(=O)N2CCCC2)c1)c1ccc(F)cc1	.	1	-3	-1.2	-3	7	.	0	-0.1	3
C#CCNC(=O)C1=C[C@@H](c2ccc(Br)cc2)C[C@@H](OCc2ccc(CO)cc2)O1	1.9	18	-4	1.7	28	9	0.2	6	-0.2	-28
O=C(/C=C/c1ccc(Cl)c(Cl)c1)n1cccn1	2.4	0	2	2.1	-8	5	-0.3	2	-2.5	8
CCc1c(C2(O)CCCCC2)[nH]c2ccc(C(=O)OC)cc12	3.5	14	-2	0.6	13	-3	0.5	4	0.7	-13
COc1ccc(NC(=O)C(=O)Nc2cccc3cccnc23)cc1OC	4.2	.	-4	0.0	7	1	0.2	-3	-0.4	-7
COc1cc(OC)c(NC(=O)CCNC(=O)Cn2cnc3ccccc3c2=O)cc1Cl	4.4	2	-2	1.1	19	18	0.2	.	-2.5	-19
CC(C)N(CCC#N)C(=O)Nc1ccc2c(c1)CCO2	1.8	.	2	0.1	-6	-2	-0.6	8	0.7	6

Record cards, as listed above. Order of values: AddAB inh, MITF act, CAL PDZ FP-1, phage Ecoli inh, SR-BI DiI inh, Tat export inh, Ecoli viability, Wnt act, CAL PDZ FP-2, SR-BI uptake up
COc1ccc2[nH]cc(C(=O)C(=O)N3CCCCC3)c2c1 across the screens: 2.4, 5, -1, 2.0, -7, -6, -1.2, 4, 0.1, 7
Cn1c(SCC(=O)O)nnc1C1CCCCC1 across the screens: -0.6, -3, 1, 2.5, -28, 2, -2.3, 0, 0.1, 28

Random excerpt: two records from the list
SMILES	AddAB inh	MITF act	CAL PDZ FP-1	phage Ecoli inh	SR-BI DiI inh	Tat export inh	Ecoli viability	Wnt act	CAL PDZ FP-2	SR-BI uptake up
O=S(=O)(Nc1cccc(S(=O)(=O)N2CCCC2)c1)c1ccc(F)cc1	.	1	-3	-1.2	-3	7	.	0	-0.1	3
COc1ccc(NC(=O)C(=O)Nc2cccc3cccnc23)cc1OC	4.2	.	-4	0.0	7	1	0.2	-3	-0.4	-7

Remaining list, next part:
SMILES	AddAB inh	MITF act	CAL PDZ FP-1	phage Ecoli inh	SR-BI DiI inh	Tat export inh	Ecoli viability	Wnt act	CAL PDZ FP-2	SR-BI uptake up
O=C(CN1C(=O)c2ccccc2C1=O)OCC(=O)N1CCCCC1	1.8	-2	6	3.0	2	-3	0.5	1	-0.8	-2
COc1ccc(-c2cc(C(=O)N3CCN(c4ccccc4)CC3)c3ccccc3n2)cc1	5.0	14	0	3.1	20	-4	0.7	-1	-1.6	-20
Cc1ccc(NC(=O)COc2ncnc3cc([N+](=O)[O-])ccc23)cc1S(=O)(=O)N1CCOCC1	-0.3	-9	-8	1.8	23	-4	-1.3	0	-0.5	-23
Cc1ccc(N2CCN(CCc3nc4cc(NC(=O)c5ccco5)ccc4n3C)CC2)cc1	-0.8	-12	.	3.8	59	7	-2.7	.	-2.7	-59
CCOC(=O)N1CCN(C(=O)c2cc(S(=O)(=O)N3CCCC3)cn2C)CC1	1.3	-6	-4	2.3	30	-5	-0.3	-5	-1.7	-30
Cc1nc2ccc(NS(=O)(=O)c3ccc(F)c(F)c3)cc2s1	1.3	12	-5	2.4	5	6	-2.8	1	-0.9	-5

Printed as active in MITF act, of those listed so far:
smiles | AddAB inh | MITF act | CAL PDZ FP-1 | phage Ecoli inh | SR-BI DiI inh | Tat export inh | Wnt act | CAL PDZ FP-2 | SR-BI uptake up
CN1CCN(C(=O)c2cc(COc3ccccc3)on2)[C@@H](c2ccccc2)C1 | 2.3 | 91* | 6 | 2.0 | 1 | -6 | 42* | -1.5 | -1

Compounds as they come; any-hit rate near 3.6%.
